NPYLR7 agonist: mosquito NPYLR7 agonism | HEK293T NPYLR7/Galpha15, GCaMP6s calcium fluorescence | hit rate 0.15% among 270,000 | activation, % at 10 µM; in the data active = activation above about 40%;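 also: 0% = vehicle and 100% = reference agonist at the receptor; some compounds past the cut are filed as inactive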
mcGAS inh: mouse cGAS inhibition by luminescence; hit rate 0.15% among 160,000; Q8C6L5; inhibition, % at 12.5 µM; recombinant cGAS, Kinase-Glo ATP depletion luminescence;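 also: 0% = negative control wells and 100% = reference inhibitor with no enzyme activity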
hcGAS inh: human cGAS inhibition | Q8N884 | recombinant h-cGAS, ATP depletion, Kinase-Glo luminescence | inhibition, % at 12.5 µM | hit rate 0.081% among 290,000;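 also: 0% = vehicle reaction and 100% = reaction without DNA for no activity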
Target sequence (Q8N884 whole entry, looked up): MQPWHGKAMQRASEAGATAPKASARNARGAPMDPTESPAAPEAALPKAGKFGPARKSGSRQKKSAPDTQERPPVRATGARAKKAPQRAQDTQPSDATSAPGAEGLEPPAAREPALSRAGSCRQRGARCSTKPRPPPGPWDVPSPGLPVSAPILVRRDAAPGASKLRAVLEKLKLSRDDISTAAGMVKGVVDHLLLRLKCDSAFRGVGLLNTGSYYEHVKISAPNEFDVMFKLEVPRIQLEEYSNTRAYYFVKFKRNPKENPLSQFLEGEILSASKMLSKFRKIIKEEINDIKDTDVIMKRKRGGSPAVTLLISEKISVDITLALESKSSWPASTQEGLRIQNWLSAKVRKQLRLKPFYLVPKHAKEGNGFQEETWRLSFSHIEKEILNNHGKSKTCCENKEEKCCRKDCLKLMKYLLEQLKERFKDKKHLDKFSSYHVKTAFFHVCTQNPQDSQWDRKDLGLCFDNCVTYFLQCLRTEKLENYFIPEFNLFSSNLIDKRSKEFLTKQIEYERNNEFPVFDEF
* hit, by the source's call. Rule as the data show it, unless noted: active = inhibition above about 40%; inactive = the rest.

Screening CCc1noc(C)c1C(=O)N(CC1CCN(Cc2ccccc2F)CC1)CC1CCCO1 (stereo not given) returned NPYLR7 agonist 18.7 and hcGAS inh -7.0.
For CC(C)(C)N(CC(=O)N1CCc2sccc2C1c1ccccc1)C(=O)c1cccs1 (stereo not given) the results were NPYLR7 agonist -8.9, mcGAS inh -0.3 and hcGAS inh -3.9.
Cc1ccc(/C=C/S(=O)(=O)N(CCO)c2ccc(Br)cc2)cc1 was read as NPYLR7 agonist 11.8 and hcGAS inh -7.2.
For COc1ccccc1CN1CN(S(=O)(=O)c2cccs2)c2nc3ccccc3nc21 the results were NPYLR7 agonist 1.6, mcGAS inh -6.9 and hcGAS inh -3.9.
`O=C(Cc1ccc(Cl)cc1)NCc1nnnn1C1CCCCC1` gave NPYLR7 agonist 1.8, mcGAS inh -7.4 and hcGAS inh -6.9.
For CCCCCCCC(=O)N1CCN(c2cc(Cl)nc(SCC(=O)N3CCN(c4ccc(OC)cc4)CC3)n2)CC1C (stereo not given) the results were NPYLR7 agonist -10.6, mcGAS inh 2.7 and hcGAS inh 2.1.
Cc1nc(C)n(CCCNC(=O)c2c(C)nn(C)c2C)n1 was read as NPYLR7 agonist 3.5, mcGAS inh 0.1 and hcGAS inh -0.8.
Cn1cnnc1-c1ccc(NC(=O)NCC2(c3ccc(F)cc3)CC2)cc1 was read as NPYLR7 agonist -1.6 and hcGAS inh -2.9.
`CCn1c(C2CCN(Cc3csc(-c4ccccc4)n3)CC2)n[nH]c1=O` gave NPYLR7 agonist 6.3, mcGAS inh -12.6 and hcGAS inh -0.4.
Cc1cccc(-c2ncc(CN3CCCC(Cn4ccnc4C)C3)cn2)c1 (stereo not given) was read as NPYLR7 agonist -4.8 and hcGAS inh -8.5.
Cc1ccc2c(c1)C(CC(=O)N(C)Cc1cn[nH]c1-c1ccc(F)cc1)C(=O)N2 (stereo not given) was read as NPYLR7 agonist 2.6, mcGAS inh -10.5 and hcGAS inh -4.5.
CC1=CC[C@@H]2CN(C(=O)CCc3n[nH]c(C)n3)C[C@@H]2C1 was read as NPYLR7 agonist -2.4 and hcGAS inh 1.8.
Cc1ccccc1-n1ncc2c1CC(C)(C)CC2NC(=O)CN1C(=O)c2ccccc2C1=O (stereo not given) was read as NPYLR7 agonist 6.0 and hcGAS inh -1.6.
`Cc1sc2ncnc(Nc3ccc4c(c3)NC(=O)CO4)c2c1C` gave NPYLR7 agonist -6.6 and hcGAS inh 0.1.
For Cc1cn2c3c(=O)[nH]c(=O)n(C)c3nc2n1CCN(C)Cc1ccccc1 the results were NPYLR7 agonist 5.5, mcGAS inh -4.0 and hcGAS inh -4.7.

Entries shown so far that contain two or more sulfur atoms:
For CC(C)(C)N(CC(=O)N1CCc2sccc2C1c1ccccc1)C(=O)c1cccs1 (stereo not given) the results were NPYLR7 agonist -8.9, mcGAS inh -0.3 and hcGAS inh -3.9.
For COc1ccccc1CN1CN(S(=O)(=O)c2cccs2)c2nc3ccccc3nc21 the results were NPYLR7 agonist 1.6, mcGAS inh -6.9 and hcGAS inh -3.9.

By substructure, the compounds so far with fluorine
Screening CCc1noc(C)c1C(=O)N(CC1CCN(Cc2ccccc2F)CC1)CC1CCCO1 (stereo not given) returned NPYLR7 agonist 18.7 and hcGAS inh -7.0.
Cn1cnnc1-c1ccc(NC(=O)NCC2(c3ccc(F)cc3)CC2)cc1 was read as NPYLR7 agonist -1.6 and hcGAS inh -2.9.
Cc1ccc2c(c1)C(CC(=O)N(C)Cc1cn[nH]c1-c1ccc(F)cc1)C(=O)N2 (stereo not given) was read as NPYLR7 agonist 2.6, mcGAS inh -10.5 and hcGAS inh -4.5.

Further structures
For COC(=O)c1ccccc1N1C(=O)C2C3C=CC(C3)C2C1=O (stereo not given) the results were NPYLR7 agonist -4.4 and hcGAS inh -1.4.
Screening COC(=O)CCN(C(=O)c1c(C)noc1C)c1cccc(F)c1 returned NPYLR7 agonist 1.6 and hcGAS inh 3.9.
Screening COc1cc(NC(=O)c2cnn3c(C(F)(F)F)cc(-c4ccc(F)cc4)nc23)cc([N+](=O)[O-])c1 returned NPYLR7 agonist -7.2, mcGAS inh -5.5 and hcGAS inh -3.0.
Screening NC(=NOC(=O)COc1ccc2ccccc2c1Br)c1ccncc1 returned NPYLR7 agonist -7.4, mcGAS inh -6.3 and hcGAS inh -3.5.
O=C(NC(c1ccc(F)cc1)c1ccc2ccccc2n1)C1CCN(Cc2c[nH]c3ccccc23)CC1 (stereo not given) was read as NPYLR7 agonist -2.2, mcGAS inh -4.0 and hcGAS inh -3.9.
For COCc1ncc(CN2CCCN(C(=O)C3CCC3)CC2)cn1 the results were NPYLR7 agonist 2.1 and hcGAS inh -0.5.
For COCCNC(=S)NN=Cc1cc(OC)c(OC)cc1OC the results were NPYLR7 agonist -7.5, mcGAS inh -4.7 and hcGAS inh -5.1.
Screening CCCNC(=O)C(CC)n1nc(CC)n2c(cc3occc32)c1=O (stereo not given) returned NPYLR7 agonist -2.1, mcGAS inh -5.0 and hcGAS inh -2.5.
`CN(CC(=O)NC(=O)NC(C)(C)C)C1CCCCC1` gave NPYLR7 agonist -1.1 and hcGAS inh 0.7.
`COc1ccc(NC(=O)CSc2nnc(C)c3cnn(-c4ccc(F)cc4)c23)c(OC)c1` gave NPYLR7 agonist -10.0, mcGAS inh -13.9 and hcGAS inh -5.7.
N#CC(=Cc1ccsc1)C(=O)Nc1nccs1 was read as NPYLR7 agonist -0.9 and hcGAS inh -3.2.
Screening Cn1cc(C(CC(=O)NCCN2CCOCC2)c2ccccc2C(F)(F)F)c2ccccc21 (stereo not given) returned NPYLR7 agonist -12.3, mcGAS inh 1.3 and hcGAS inh 0.9.
`CC(=O)c1cccc(OC(C)C(=O)NC2CCC3CCCCC3C2)c1` (stereo not given) gave NPYLR7 agonist -1.7 and hcGAS inh -5.5.
For CN(C)c1oc(-c2ccc(Cl)cc2)nc1C#N the results were NPYLR7 agonist 14.7, mcGAS inh -2.9 and hcGAS inh -7.3.
`COc1cc2c(cc1OC)C(C(C)NS(=O)(=O)c1ccccc1)N(Cc1ccccc1F)CC2` (stereo not given) gave NPYLR7 agonist 4.6, mcGAS inh -5.8 and hcGAS inh -1.8.
Screening Cc1nc2cc(C(F)(F)F)ccc2n1C1CCN(C(=O)C2CC=CCC2)CC1 (stereo not given) returned NPYLR7 agonist 20.2, mcGAS inh -1.2 and hcGAS inh -3.4.
`CCOC(=O)C1CCCN(C(=O)Cc2csc(NC(=O)CN(C(=O)C3CCCCC3)C3CC3)n2)C1` (stereo not given) gave NPYLR7 agonist -8.7, mcGAS inh -5.2 and hcGAS inh -3.2.
CN(CC1CCCO1)C(=O)Nc1ccc(N2CCCC2=O)cc1 (stereo not given) was read as NPYLR7 agonist 6.2, mcGAS inh -15.1 and hcGAS inh -7.5.
For Cc1cnccc1CNC(=O)c1ccc(OC2CCN(CCc3ccccc3)CC2)cc1 the results were NPYLR7 agonist 0.0, mcGAS inh 0.4 and hcGAS inh -2.9.
`c1ccc(Oc2ccc(-c3nc(N4CCN(Cc5ccc6c(c5)OCO6)CC4)c4ccccc4n3)cc2)cc1` gave NPYLR7 agonist 2.1, mcGAS inh 1.4 and hcGAS inh -0.5.
O=C(CCCS)NC1CCN(C(=O)COc2ccc(Cl)cc2Cl)CC1 was read as NPYLR7 agonist -5.3, mcGAS inh -8.3 and hcGAS inh -4.1.
For CCOc1ccc(/C=N/NC(=O)c2cc3ccccc3oc2=O)cc1 the results were NPYLR7 agonist 3.7, mcGAS inh -4.0 and hcGAS inh -4.5.
`CCN(Cc1ccncc1)C(=O)c1cc(C)c(C)c(S(N)(=O)=O)c1` gave NPYLR7 agonist 4.7, mcGAS inh -14.5 and hcGAS inh -3.0.
For COc1ccccc1N1CCN(c2ccc(NC(=O)c3cccc(Cl)c3)cc2C(=O)NCC2CCCO2)CC1 (stereo not given) the results were NPYLR7 agonist 1.0, mcGAS inh -4.1 and hcGAS inh -7.4.
O=C(NCCn1cccn1)C1CCC(=O)N(CCc2cccc(F)c2)C1 (stereo not given) was read as NPYLR7 agonist 18.7, mcGAS inh -13.1 and hcGAS inh -8.9.
Screening O=S(CCSc1n[nH]c(C2CCCC2)n1)c1ccccc1 (stereo not given) returned NPYLR7 agonist 2.0 and hcGAS inh -7.7.
For Cc1ccc(C(=O)N(C)C)cc1NS(=O)(=O)c1ccc(-c2ccccc2)cc1 the results were NPYLR7 agonist -6.4 and hcGAS inh -7.9.
`O=C(c1ccccc1)n1ccn(-c2ccccc2)c1=S` gave NPYLR7 agonist -8.4 and hcGAS inh -8.1.
`CC(C)n1cnnc1CN(C)Cc1ccc2c(c1)Cc1ccccc1-2` gave mcGAS inh -16.7 and hcGAS inh -0.6.
Screening CCc1nc2ccc(C(=O)N3CCN(C(=O)c4ccco4)CC3)cn2c1N(C=O)CC returned NPYLR7 agonist -8.2, mcGAS inh 0.8 and hcGAS inh -0.2.
Screening CC(C)(C)c1cc2nc(C(=O)O)cc(-c3cccc(C(F)(F)F)c3)n2n1 returned NPYLR7 agonist -9.9 and hcGAS inh 2.8.
CCN(CC)c1ncccc1CNC(=O)[C@@H]1CCC(=O)N1 was read as NPYLR7 agonist 5.9 and hcGAS inh -10.5.
Cn1cccc1C(=O)N1CCC(n2cnc3cc(C(F)(F)F)ccc32)CC1 was read as NPYLR7 agonist 18.7, mcGAS inh -4.4 and hcGAS inh -2.0.
Screening Cc1ccccc1Cn1c(C)c(N2CCOCC2)c(C)c1C(=O)NCc1ccc2c(c1)OCO2 returned NPYLR7 agonist 9.7, mcGAS inh -4.5 and hcGAS inh -1.3.
For O=C(NNC(=O)c1cc(Cl)ccc1Cl)Nc1ccc(Cl)cc1 the results were NPYLR7 agonist 1.4 and hcGAS inh -6.3.
`O=C(c1ccc(Cl)c(Cl)c1)N1CCN(c2cc(Oc3ccc(F)cc3F)ncn2)CC1` gave NPYLR7 agonist 2.1, mcGAS inh -2.8 and hcGAS inh -4.2.
Screening O=C(c1cccc(C(F)(F)F)c1)N1CCC2(CCc3ccccc32)C1 (stereo not given) returned NPYLR7 agonist 5.1 and hcGAS inh -2.2.
CCN(CC)C(=O)c1cc(-c2cccc(OC)c2)nc2cc(-c3ccccc3)nn12 was read as NPYLR7 agonist 12.4, mcGAS inh -8.9 and hcGAS inh -6.5.
Screening CCOc1ccc(C(C2Sc3nc(C)nn3C2=O)N2CCN(CCO)CC2)cc1OC (stereo not given) returned NPYLR7 agonist -13.1, mcGAS inh 3.8 and hcGAS inh 9.1.
Screening CCCc1cc(-c2cc(NC3CCNCC3)nc3[nH]ccc23)nc(C)n1 returned NPYLR7 agonist 5.6, mcGAS inh 3.2 and hcGAS inh 2.8.
For O=S(=O)(NCc1ccccc1)N1CCCC(c2nc3ccccc3o2)C1 (stereo not given) the results were NPYLR7 agonist 8.9 and hcGAS inh -7.3.
CNC(=O)CC(C)N(C)Cc1ccc(-c2ccccn2)cc1 (stereo not given) was read as NPYLR7 agonist 2.9, mcGAS inh -5.1 and hcGAS inh 0.8.
`Cc1cccc(C2SCC(=O)N2CC(C)O)c1` (stereo not given) gave NPYLR7 agonist -1.9, mcGAS inh -6.3 and hcGAS inh -2.7.
CC(NC(=O)COc1ccccc1)c1ccccc1Cl (stereo not given) was read as NPYLR7 agonist 0.7 and hcGAS inh -10.7.
Screening Cc1ccsc1CN(CCN(C)C)Cc1cccc(C)c1O returned NPYLR7 agonist 1.9 and hcGAS inh -2.7.

Filtered by structure: the compounds so far with bromine
Cc1ccc(/C=C/S(=O)(=O)N(CCO)c2ccc(Br)cc2)cc1 was read as NPYLR7 agonist 11.8 and hcGAS inh -7.2.
Screening NC(=NOC(=O)COc1ccc2ccccc2c1Br)c1ccncc1 returned NPYLR7 agonist -7.4, mcGAS inh -6.3 and hcGAS inh -3.5.

Later entries.
Screening COc1cccc(C(=O)N(CC(=O)NCC(=O)Nc2cccc(C)c2)Cc2ccco2)c1 returned NPYLR7 agonist 21.0, mcGAS inh -5.8 and hcGAS inh -3.7.
`CCn1nnc2c(Nc3cc(Cl)ccc3C)ncnc21` gave NPYLR7 agonist 7.2, mcGAS inh -9.8 and hcGAS inh -9.4.
`Cc1ccc(-n2nc(-c3cccs3)cc2C(=O)N2CCN(Cc3ccccc3)CC2)c(C)c1` gave NPYLR7 agonist 3.7, mcGAS inh -2.5 and hcGAS inh 1.2.
CN1C[C@@H](N)C[C@H]1C(=O)NCCCN1CCOCC1 was read as NPYLR7 agonist -5.6, mcGAS inh 2.2 and hcGAS inh 4.2.
CC(NC(=O)C1CCN(C)CC1)c1nnc2n1CCN(Cc1ccc3c(c1)Cc1ccccc1-3)CC2 (stereo not given) was read as NPYLR7 agonist 15.7, mcGAS inh -6.6 and hcGAS inh -1.4.
`CCOc1ccccc1N1CCN(C(=O)c2ccc(CSc3nc(Cl)cc(N4CCN(c5cccc(C(F)(F)F)c5)CC4)n3)cc2)CC1` gave NPYLR7 agonist -1.7, mcGAS inh 1.3 and hcGAS inh 4.5.
Screening COc1ccc(NC2CCCN(C(=O)C3CCN(C(=O)N(C)C)CC3)C2)cc1 (stereo not given) returned NPYLR7 agonist 1.7 and hcGAS inh -7.7.
O=S1(=O)CCC(n2nc(-c3ccco3)cc2NS(=O)(=O)c2ccc(F)cc2)C1 (stereo not given) was read as NPYLR7 agonist -1.3, mcGAS inh -5.8 and hcGAS inh -6.3.
For CCC(C)NC(=O)C(C1CCCC1)N1CCN(C(=O)c2ccc(C)cc2)CC1 (stereo not given) the results were NPYLR7 agonist -1.0, mcGAS inh -5.8 and hcGAS inh -6.0.
`CC(=O)Nc1ccc(S(=O)(=O)Oc2cccc(CN(CCN(C)C)C(=O)CC(C)C)c2)cc1` gave NPYLR7 agonist 1.6, mcGAS inh -2.7 and hcGAS inh -7.1.
`Cc1cn2c3c(=O)n(CCCc4ccccc4)c(=O)n(C)c3nc2n1CCCN1CCOCC1` gave NPYLR7 agonist -7.6 and hcGAS inh -8.9.
